Assay outcomes (PubChem)
MrgX1 PAM – positive allosteric modulators of MrgX1, primary screen, HEK293 cells, Fluo-4 calcium flux | hit rate 0.63% among 310,000 | FDSS; hits give high values | B-score at 10 µM | Mas-related G-protein coupled receptor member X1 (Homo sapiens), Q96LB2;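 active = plate-corrected calcium response at least 3 library SD above typical, normal starting fluorescence, not activating the receptor alone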;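 note: compound read alongside a low EC10 to EC30 dose of BAM8-22 agonist; peak minus trough fluorescence over baseline measured at the second addition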
Target sequence (Q96LB2 whole entry, looked up): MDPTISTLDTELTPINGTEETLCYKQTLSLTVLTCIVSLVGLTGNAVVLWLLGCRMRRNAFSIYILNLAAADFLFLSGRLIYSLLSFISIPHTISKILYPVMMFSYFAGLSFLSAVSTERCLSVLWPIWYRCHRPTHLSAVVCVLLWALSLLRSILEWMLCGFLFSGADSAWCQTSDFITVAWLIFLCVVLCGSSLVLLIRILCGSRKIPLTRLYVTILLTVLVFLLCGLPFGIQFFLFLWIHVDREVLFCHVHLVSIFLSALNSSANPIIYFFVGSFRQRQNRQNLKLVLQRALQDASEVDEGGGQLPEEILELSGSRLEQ
HIF act – HIF pathway transcriptional activators, primary screen, cell-based, U2OS HRE-luciferase, luminescence | hit rate 0.32% among 300,000 | activation, % at 7.5 µM (by protocol) | U2OS HRE-luciferase reporter; normalized: DMSO 0%, desferrioxamine 100%;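 active = mean activation of at least 10% of the iron chelator positive control signal, with at least half of replicates also reaching 10%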
MrgX1 antagonist – antagonists of human MrgX1 receptor, primary screen, HEK293 cells, Fluo-4 calcium flux | hit rate 1.3% among 310,000 | B-score at 10 µM | AID 588676, 2011 | BAM8-22 antagonism; hits give low values | Mas-related G-protein coupled receptor member X1 (Homo sapiens), Q96LB2;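 active = calcium-response B-score plate-corrected more than 3 library SD below zero, starting fluorescence within 5 deviations, no agonist response on first addition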;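 note: peak minus trough fluorescence over baseline after final BAM8-22 challenge near maximal dose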
Platelet DG rel – inhibitors of platelet dense granule secretion, primary screen, cell-based, MLPCN, human platelets; inhibition, %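 (compounds screened at 7.5 µM in platelet-rich plasma)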; human platelet-rich plasma, SFLLRN dense granule ATP release, luminescence; hit rate 0.22% among 300,000; AID 1663, 2009;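 active = mean replicate score, as percent of positive control, at or above 50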
TRPC6 inh – mouse TRPC6 channel inhibitors, primary screen, cell-based, HEK293, membrane potential dye; Short transient receptor potential channel 6 (Mus musculus), Q61143; ACh-evoked depolarization; hits give low values; B-score at 10 µM; hit rate 1.1% among 310,000;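 active = B-score under library mean minus 3 SD, initial fluorescence not abnormally high, positive integrated signal ratio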;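 note: B-score derived from integrated fluorescence ratio over the kinetic read; more negative B-score means stronger inhibition of depolarization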
RGS4 block – RGS4 inhibitors, primary screen, cell-based, HEK293 M3R inducible RGS4, calcium flux. AID 463165, 2010. Fluo-4 calcium flux; hits give high values; triggered by carbachol at its EC20. B-score at 10 µM. Regulator of G-protein signaling 4 (Homo sapiens), P49798. hit rate 0.45% among 310,000;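 active = B-score, a plate-corrected calcium signal, over three deviations above library mean, with baseline fluorescence within five deviations of library mean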;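 note: RGS4 expression induced by doxycycline in cells with stable M3 receptor; B-score is computed from the integrated fluorescence ratio over baseline after carbachol; higher B-score means a larger calcium signal and so more RGS4 inhibition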
Target sequence (P49798 whole entry, looked up): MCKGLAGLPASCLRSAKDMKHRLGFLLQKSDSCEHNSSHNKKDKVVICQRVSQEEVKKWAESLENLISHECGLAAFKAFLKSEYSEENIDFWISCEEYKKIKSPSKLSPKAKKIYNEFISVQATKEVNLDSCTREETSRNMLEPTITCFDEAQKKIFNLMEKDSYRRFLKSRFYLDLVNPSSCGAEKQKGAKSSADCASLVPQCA
RGS4 pot – RGS4 potentiators or activators, primary screen, cell-based, HEK293 M3R inducible RGS4, calcium flux; carbachol calcium flux Fluo4; hits give low values; B-score at 10 µM; hit rate 0.92% among 310,000; AID 463111, 2010;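 active = B-score of the integrated calcium signal more than 4 SD below the library mean, with starting fluorescence not abnormally high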;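 note: negative B-score means reduced calcium response which marks RGS4 activation or potentiation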
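System: HEK293 FlpIn-TREx cells, stable M3R, doxycycline-inducible RGS4. Timing: overnight RGS4 induction, 30 min dye load 37 °C, 20 min compound RT. Also added: carbachol, ECmax concentration. Measured by: Fluo4 fluorescence kinetic imaging of calcium. Evaluation: integrated calcium ratio converted to B score.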
TRPC6 act – mouse TRPC6 channel activators, primary screen, cell-based, HEK293, membrane potential dye; Short transient receptor potential channel 6 (Mus musculus), Q61143; HEK293-TRPC6 membrane potential dye fluorescence; hits give high values; B-score at 10 µM; hit rate 0.13% among 310,000; AID 2550, 2010;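 active = B-score of the integrated fluorescence ratio above library mean plus 3 SD, and starting fluorescence ratio within library mean plus 5 SD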;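 note: higher score means more depolarization so channel activation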
SKKanGAS inh – S. pyogenes SKKanGAS growth inhibitors in kanamycin, primary screen, streptokinase expression inhibitor project, SKKanGAS strain, BacTiter-Glo luminescence; 6 h; inhibition, % at 7.5 µM; AID 1662, 2009; hit rate 1.3% among 300,000;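 active = mean replicate score, as percent of positive control median, at least 50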;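 note: strain carries kanamycin resistance gene driven by streptokinase promoter and grows in 40 µg/ml kanamycin; loss of luminescence reflects streptokinase promoter inhibition or plain growth inhibition; 0% = median of DMSO wells and 100% = positive control at its reference dose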
TRPC4 block – inhibitors of mouse TRPC4 channel, primary screen, Fluo4 calcium, HEK293 TRPC4beta/mu-opioid cells; B-score at 10 µM; Short transient receptor potential channel 4 (Mus musculus), Q9QUQ5; hit rate 0.39% among 300,000; AID 2247, 2010; DAMGO-evoked Fluo4 calcium flux; hits give low values;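 active = B-score over 3 SD under the library average, no early fluorescence shift, positive overall ratio signal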
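Assay system – HEK293 line stably carrying TRPC4beta and mu-opioid receptor · Doses – single dose · Detection – Fluo4 calcium-dye fluorescence, kinetic read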
MrgX1 agonist – agonists of human MrgX1 receptor, primary screen, HEK293 cells, Fluo-4 calcium flux; Mas-related G-protein coupled receptor member X1 (Homo sapiens), Q96LB2; Fluo-4 calcium fluorescence, agonist mode; hits give high values; B-score at 10 µM; hit rate 0.44% among 310,000;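 active = calcium response B-score plate-corrected fluorescence ratio at least 3 library SD, with starting fluorescence B-score inside 5 SD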
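Assay system: MrgX1-expressing HEK293 cells / Amount: fifteen thousand cells per well / Doses: test compound in the initial addition of three / Timing: cells plated overnight, dye loaded 0.5 h 37 °C, 0.5 h room temperature / Technique: kinetic calcium dye fluorescence, Fluo-4 NW / Control set: positive and negative controls per plate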
Numbers without * were called inactive; i = inactive; . = not tested or not shown.

SMILES	MrgX1 PAM	HIF act	MrgX1 antagonist	Platelet DG rel	TRPC6 inh	RGS4 block	RGS4 pot	TRPC6 act	SKKanGAS inh	TRPC4 block	MrgX1 agonist
Cc1ccc(NC(=O)C2=C(C(=O)O)CCCC2)cc1F	i	3.3	i	0	i	i	i	i	5	i	i
COc1cc2c(cc1OC)C(C(=O)NCCN(C)C)C(c1cccs1)N(C)C2=O (stereo not drawn)	i	-0.2	i	0	i	i	i	i	2	i	i
Cc1ccccc1NC(=O)CN1CCN(C)CC1	i	1.7	i	-9	i	i	i	i	2	i	i
CC1Cc2cc(S(=O)(=O)NCc3ccccc3)ccc2N1C(=O)C1CCC1 (stereo not drawn)	i	-0.6	i	6	i	i	i	i	6	i	i
C[C@@H](NC(=O)OC(C)(C)C)c1nnc(S(=O)(=O)Cc2ccccc2)o1	i	-1.1	i	7	i	i	i	i	6	i	i
Cc1cccc(NC(=S)N(CCCN2CCOCC2)Cc2ccco2)c1	i	-0.2	i	1	i	i	i	i	3	i	i
N=C(N)c1ccc(OCCCCCOc2ccc(C(=N)N)cc2)cc1	i	2.3	i	-2	i	i	i	i	108*	i	34*
COc1ccc(C)cc1S(=O)(=O)N(C)CC(=O)Nc1ccccc1	i	0.1	i	5	i	i	i	i	-7	i	i
CCOCCCn1c(=S)[nH]c2cc3c(cc2c1=O)OCO3	i	0.3	i	1	i	i	i	i	6	i	i
Cc1ccnc(NC(=O)c2ccoc2C)c1	i	2.2	i	51*	i	i	i	i	-6	i	i
CC(C)=CCN1CCN(Cc2c[nH]c3ccccc23)CC1CCO (stereo not drawn)	i	-0.8	i	1	i	i	i	i	2	i	i
O=c1cc(CN2CCCCCC2)nc2sccn12	i	-0.2	i	-9	i	i	i	i	-22	i	i
CCN1C(=O)N[C@@H](c2cccc(F)c2)C(C(C)=O)=C1C	i	-3.4	i	-8	i	i	i	i	8	i	i
Nc1ccc(C(=O)OC2CCOC2=O)cc1[N+](=O)[O-] (stereo not drawn)	i	-0.3	i	5	i	i	i	i	-2	i	i
CCOC(=O)N1CCN(C(=O)C2CCC(CNS(=O)(=O)c3ccccc3)CC2)CC1 (stereo not drawn)	i	0.2	i	8	i	i	i	i	-5	.	i
COc1ccc(NC(=O)CSCCc2ccccn2)cc1OC	i	0.0	i	-2	i	i	i	i	-5	i	i
Cc1cccnc1NC(=O)CCc1c[nH]c2ccccc12	i	0.2	i	-32	i	i	i	i	-1	i	i
CCn1ncc(/C=N\NC(=O)COc2ccccc2)c1C	i	0.0	i	-3	i	i	i	i	-1	i	i
COc1ccc(/C=N/NC(=O)c2ccc(N(C)S(=O)(=O)c3ccccc3)cc2)c(OC)c1	i	-0.3	i	3	i	i	i	i	-6	i	i
CC1CCCC(C)N1CCCNC(=O)c1cc2c(=O)n(C)c3ccccc3c2n1C (stereo not drawn)	i	0.1	i	5	i	i	i	i	4	i	i
N#CC1=C(SCC(N)=O)NC2=C(C(=O)c3ccccc32)C1c1ccc(Cl)cc1 (stereo not drawn)	i	0.1	i	-4	i	i	i	i	6	i	i
CN(C)C(=S)SCC(=O)NCc1ccc(F)cc1	i	0.7	i	1	i	i	i	i	-2	i	i
COc1ccc2nc(/C(C#N)=C\c3ccc(Oc4ccc([N+](=O)[O-])cn4)cc3)[nH]c2c1	i	-0.1	i	-14	i	i	i	i	21	i	i
O=C(CCc1ccc(S(=O)(=O)N2CCOCC2)cc1)Nc1ccc2ccccc2c1	i	0.6	i	8	i	i	i	i	5	i	i

Structures listed so far that bear a hit mark in Platelet DG rel:
| canonical_smiles | MrgX1 antagonist | Platelet DG rel | RGS4 block | TRPC6 act | TRPC4 block | MrgX1 agonist |
| --- | --- | --- | --- | --- | --- | --- |
| Cc1ccnc(NC(=O)c2ccoc2C)c1 | i | 51* | i | i | i | i |

Following part.
SMILES	MrgX1 PAM	HIF act	MrgX1 antagonist	Platelet DG rel	TRPC6 inh	RGS4 block	RGS4 pot	TRPC6 act	SKKanGAS inh	TRPC4 block	MrgX1 agonist
Cc1ccc(S(=O)(=O)NCCc2cc3ccc(C)c(C)c3[nH]c2=O)cc1	i	0.3	i	-39	i	i	i	i	-7	i	i
CC(=O)NCCn1c(SCc2ccccc2F)nc2ccccc2c1=O	i	-0.4	i	-3	i	i	i	i	1	i	i
Cc1cccc(CCNC(=O)C2CCN(S(=O)(=O)c3cccc4cccnc34)CC2)c1	i	2.9	i	-7	i	i	i	i	21	i	i
CCCc1nc2ccc(NC(=O)NCCC(=O)OCC)cc2c(=O)n1Cc1cccc(Cl)c1	i	1.9	i	11	i	i	i	i	13	i	i
C=CCN(C(=O)CNC(=O)c1ccco1)C(C(=O)NC1CCCC1)c1cccs1 (stereo not drawn)	i	-0.3	i	-6	i	i	i	i	-1	i	i
O=C1c2ccccc2-c2c1nc1c([n+]2[O-])CCCC1	i	0.0	i	-4	i	i	i	i	-1	i	i
COc1cc(/C=N\n2nnnc2N)ccc1OCc1ccc(F)cc1	i	0.7	i	-9	i	i	i	i	-11	i	i
COC(=O)c1nn(-c2ccccc2)c(Sc2ccccc2)c1/C=N/O	i	-0.5	i	-3	i	i	i	i	2	i	i
O=C(NCc1nnnn1-c1ccc(F)c(F)c1)c1ccc2ccccc2c1	i	-26	i	-2	i	i	i	i	11	i	i
CC(=O)Cc1nsc(Nc2ccc(C)cc2)n1	i	1.8	i	2	i	i	i	i	3	i	i
CC(=O)N1CCN(S(=O)(=O)c2cccc(C(=O)NC3CCCc4ccccc43)c2)CC1 (stereo not drawn)	i	-1.4	i	-2	i	i	i	i	-9	i	i
O=C(CCc1nc2cccnc2n1Cc1ccccc1)N1CCOCC1	i	-0.5	i	3	i	i	i	i	5	i	i
O=C(NCCC1=CCCCC1)c1c(O)nc2ccccn2c1=O	i	1.3	i	4	i	i	i	i	3	i	i
CCCN(CCC)CCCNc1ccc(C(=O)Nc2cccc(OC)c2)cc1[N+](=O)[O-]	i	1.6	i	12	-7.3*	i	i	i	-7	i	i
CCOc1ccc(NC(=S)Nc2ccccc2C2CC2)cc1	i	0.2	i	29	i	i	i	i	-2	i	i
CCC(=O)N1CCc2cc(S(=O)(=O)NCCC(=O)N3CCN(Cc4ccccc4)CC3)ccc21	i	-0.2	i	-8	i	i	i	i	-9	i	i
CCS(=O)(=O)N1Cc2ccccc2CC1C(=O)Nc1nnc(SCc2ccc(F)cc2)s1 (stereo not drawn)	i	-0.1	i	7	i	i	i	i	54*	i	i
COc1ccc(Cl)cc1NC(=O)CSc1nc(Nc2ccccc2)nc(N2CCOCC2)n1	i	-0.7	i	-9	i	i	i	i	24	i	i
Cc1ccc(C(=O)Nc2ccc(N3CCN(C(=O)c4ccco4)CC3)cc2)cc1	i	-0.6	i	-1	i	i	i	i	3	i	i
Cc1cn2c(nc(=O)c3cccnc32)s1	i	0.5	i	3	i	i	i	i	2	i	i
COc1ccc(OC)c(C(=O)NC(CC(N)=O)c2ccc(N3CCC(Cc4ccccc4)CC3)c([N+](=O)[O-])c2)c1 (stereo not drawn)	i	-0.4	i	3	i	i	i	i	21	i	i
O=C1CN(c2ccccc2)C(=S)N1c1ccccc1	i	0.9	i	-2	i	i	i	i	-5	i	i
CC(C)(C)Nc1nc(Cl)nc(N(C#N)CN2C(=O)c3ccccc3S2(=O)=O)n1	i	-0.2	i	2	i	i	i	i	5	i	i
CN(C)Cc1nc2ccccc2c(=O)n1Cc1nc(-c2cccc([N+](=O)[O-])c2)cs1	i	0.4	i	-2	i	i	i	i	16	i	i
CC(=C/c1ccc(C(C)C)cc1)/C=N/NC(=O)Cn1nnnc1N	i	0.0	i	-3	i	i	i	i	11	i	i
CCOc1ccccc1NC(=O)Cc1coc2cc(C)ccc12	i	0.2	i	6	i	i	i	i	9	i	i
CCn1c(=S)ccc2ccc(OC)cc21	i	0.0	i	0	i	i	i	i	-2	i	i
CSCCC(C(=O)OCC(=O)c1ccc(C)c(C)c1)N1C(=O)c2ccccc2C1=O (stereo not drawn)	i	0.1	i	-1	i	i	i	i	-1	i	i
Cc1noc(C)c1COc1ccc(C(=O)OCC(=O)NCc2ccccc2Cl)cc1	i	0.5	i	19	i	i	i	i	-11	i	i
c1ccc(Nc2nc(-c3cccnc3)cs2)nc1	i	1.7	i	21	i	i	i	i	-11	i	i
C=CCN(CC=C)S(=O)(=O)c1ccc(C(=O)Nc2nnc(CSC)o2)cc1	i	-0.2	i	-4	i	i	i	i	-4	i	i
CC(C)CC1NC(=O)N(CC(=O)N2CCN(S(=O)(=O)c3ccccc3)CC2)C1=O (stereo not drawn)	i	-0.1	i	-2	i	i	i	i	0	i	i
COc1cc(/C=C/C(=O)OCC(=O)N2CCCc3ccccc32)ccc1OC(F)F	i	-1.8	i	3	i	i	i	i	-7	i	i
Cc1cc(F)ccc1S(=O)(=O)N1CCCOC1CNC(=O)C(=O)NC1CCCCC1 (stereo not drawn)	i	-0.5	i	-3	i	i	i	i	1	i	i
CCOC(=O)c1c(C)[nH]c(C(=O)NCc2ccco2)c1C	i	1.2	i	-1	i	i	i	i	-1	i	i
CC(C)CN(C(=O)CSc1nncs1)c1c(N)n(CC(C)C)c(=O)[nH]c1=O	i	-0.4	i	-20	i	i	i	i	-1	i	i
Cc1cc(C)n(C(=O)CNc2ccc(C)c(C)c2)n1	8.6*	0.9	i	-2	i	i	i	i	0	i	i
O=C1c2ccccc2-c2onc3ccc(N4CCCC4)c1c23	.	-2.2	.	8	i	i	i	i	6	i	.
COC(=O)c1cc2occc2n1CC(=O)Nc1cc(OC)cc(OC)c1	i	0.1	i	0	i	i	i	i	5	i	i
